ARNT TACC3 PPI = disrupts binding between human ARNT and TACC3 | Q9Y6A5 | AlphaScreen His-ARNT PAS-B/GST-TACC3 binding, luminescence; TACC3 fragment carries E629A point mutation | inhibition, % at 9.99 µM | 390,000 tested, 0.66% active;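 active means mean inhibition of replicates at least 50% and at least half of replicates each reaching 50%; inconclusive means half or more replicates reach 50% but mean below 50%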;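 further: 0% = complete ARNT plus TACC3 wells and 100% = ARNT alone without TACC3; many hits fall short of the cut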
ERp5 block = blocks human ERp5 reductase activity on insulin. ERp5 insulin aggregation, absorbance 650 nm, 90 min. AID 651711. inhibition, % at 9.99 µM. Q15084. 350,000 tested, 0.05% active;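 active means mean replicate inhibition above about 25%, with every replicate also reaching it, limit read from the data, passing the limit was not always enough; inconclusive means only one of those two criteria met; inactive means neither criterion met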
Target sequence (Q15084 whole entry, looked up): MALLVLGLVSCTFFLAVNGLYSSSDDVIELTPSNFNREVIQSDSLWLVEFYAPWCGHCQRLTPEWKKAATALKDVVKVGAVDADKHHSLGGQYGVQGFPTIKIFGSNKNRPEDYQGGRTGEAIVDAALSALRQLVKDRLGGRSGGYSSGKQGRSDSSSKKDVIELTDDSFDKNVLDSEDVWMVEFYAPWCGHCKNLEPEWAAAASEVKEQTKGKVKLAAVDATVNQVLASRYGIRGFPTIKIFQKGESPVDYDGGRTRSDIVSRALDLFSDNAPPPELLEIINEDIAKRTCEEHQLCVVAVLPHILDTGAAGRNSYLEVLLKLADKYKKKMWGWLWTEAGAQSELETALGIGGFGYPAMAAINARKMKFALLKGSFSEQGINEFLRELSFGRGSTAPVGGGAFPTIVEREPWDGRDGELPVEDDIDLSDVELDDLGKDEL
esBAF inh = blocks esBAF chromatin remodeling in mouse ES cells; Bmi1-luciferase knock-in reporter, 24 h; 100% = twice the neutral-well signal; reporter increase, % at 12.5 µM; 350,000 tested, 2% active; in the data active means activation above about 40%; inconclusive means no clear call, values can overlap the other calls;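 further: 0% = median of the plate's neutral control wells and 100% = double that signal; a rise in the Bmi1 reporter signal indicates esBAF inhibition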
Cneo AK release = Cryptococcus neoformans lysis via adenylate kinase release. C. neoformans lysis, adenylate kinase release luminescence, 4 h; normalised: neutral wells 0, clomiphene wells 100. 360,000 tested, 0.2% active. AID 651654. lysis activity, % at 15 µM;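 active means mean lysis activity across replicates of at least 80%, whatever share of replicates individually reach that level; inactive means mean lysis activity below 80%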
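Signal: Adenylate kinase release luminescence | Assay system: Log-phase Cryptococcus neoformans yeast cells | Input: Cells at 5 × 10^6 per mL | Buffer or medium: Fresh YPD growth medium | Compound: Single dose | Schedule: Static 4 h at 37 °C with compound, 1 h detection | Controls: Clomiphene | Read-out: Luminescence rise reflecting yeast cell lysis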
miR122 inh = inhibitors of miR-122 in Huh7 cells; activation (reporter increase), % at 12.5 µM; AID 602342; Huh7 miR-122 Renilla luciferase sensor, 48 h; neutral wells = 0, positive control = 100; 340,000 tested, 0.3% active;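 active means mean replicate activation score at least 90 and every replicate individually at or above 90; inconclusive means only one of the two criteria met; inactive means neither criterion met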;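 further: higher luciferase means less miR-122 activity so hits act as miR-122 inhibitors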
SIRT5 block = sirtuin-5 (human) deacylase inhibition; Purified SirT5, succinyl-peptide AMC, trypsin-coupled fluorescence; inhibition, % at 15 µM; 330,000 tested, 1.1% active; in the data active means inhibition above about 15%; inconclusive means no clear call, values can overlap the other calls
Target sequence (Q9NXA8 whole entry, looked up): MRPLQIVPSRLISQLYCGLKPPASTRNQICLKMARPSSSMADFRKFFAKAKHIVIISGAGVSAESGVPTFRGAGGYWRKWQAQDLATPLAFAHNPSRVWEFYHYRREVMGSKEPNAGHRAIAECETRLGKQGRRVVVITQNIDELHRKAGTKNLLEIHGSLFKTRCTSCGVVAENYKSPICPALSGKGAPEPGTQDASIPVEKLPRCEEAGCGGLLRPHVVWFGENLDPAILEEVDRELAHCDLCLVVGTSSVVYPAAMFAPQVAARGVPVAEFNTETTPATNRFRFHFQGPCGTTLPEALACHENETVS
C2C12 statin = protects C2C12 myotubes from simvastatin toxicity; ATP luminescence, 48 h; scaled: DMSO 0, geranylgeraniol control 100; rescue of ATP level, % at 7.49 µM; 330,000 tested, 0.78% active;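 active means mean ATP rescue above about 67%, or every replicate alone reaching that limit, limit read from the data, passing the limit was not always enough; inconclusive means no clear call, values can overlap the other calls; inactive means mean under the limit and some replicate under it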;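 further: myotubes were challenged with 10 µM simvastatin during compound exposure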
Numbers without * were called inactive; ? = inconclusive; · = no result given; [ ] = dose if it differs, or a comment.

SMILES	ARNT TACC3 PPI	ERp5 block	esBAF inh	Cneo AK release	miR122 inh	SIRT5 block	C2C12 statin
C=C(C)Cn1c(SCC#N)nc2ccccc2c1=O	1	·	-9	7	2	·	41
O=C(COc1ccc(Br)cc1)NCCO	-14	7	·	·	·	12	·
O=C(Nc1ccccc1)c1ccccc1OCc1ccc(F)cc1	-3	0	-4	1	-1	·	-2
CCSc1nnc(Cc2cc(=O)[nH]c(=O)[nH]2)n1-c1ccc(Cl)cc1	-3	-3	-5	-2	2	2	-6
COc1ccc(OCC(=O)Nc2cccc(OC)c2)cc1	-6	·	0	-1	-1	·	-1
Clc1nc(NCCc2ccccc2)c2cn[nH]c2n1	30	1	-4	0	-9	·	-13
CCOC(=O)c1ccc(NS(=O)(=O)c2ccc3c(c2)n(C)c(=O)n3C)cc1	-1	-7	1	-1	·	-3	30
CCOC(=O)c1cc(-c2ccccc2)sc1NC(=O)C(C)Sc1nnc(C)s1 (stereo not drawn)	3	11	·	0	7	-2	·
CC(=O)c1sc2nc(-c3ccc(C)cc3)c3c(c2c1N)CCCC3	-40	·	-7	-5	2	·	3
Cc1ccc(CSc2nnc(NC(=O)Cn3cnc4ccccc4c3=O)s2)cc1	-9	10	·	·	·	-5	·
COc1cc(NC(=O)c2ccco2)c(OC)cc1NC(=O)CCC(=O)Nc1cc(C)cc(C)c1	-1	·	4	-1	-1	·	-1
COc1ccc(OC)c(S(=O)(=O)CC(O)COc2ccccc2Cl)c1 (stereo not drawn)	-2	1	0	3	2	2	-5
COC(=O)[C@H](CCSC)NC(=O)c1cccnc1SC	0	4	·	·	·	-2	·
CCc1cccc(NS(=O)(=O)c2ccc3c(c2)N(C)CCO3)c1	4	3	-1	2	172*	0	-2
O=C(NCc1ccco1)/C(=C/c1ccc([N+](=O)[O-])cc1)NC(=O)c1ccco1	3	5	-3	-2	0	10	1
COCc1cc(CN2CCN(C)CC2)c(O)c2ncccc12	67*	·	-10	0	-2	·	-3
CCOc1c(Cl)cc(/C=N/O)cc1OC	·	·	-10	2	-1	·	3
O=C(NCc1cccs1)c1cc(-c2ccc(O)cc2)on1	23	6	?	·	-4	-4	-4
C=C(C)C(=O)Nc1cccc(C2=NOC3(C2)C[C@@H](C(N)=O)N(C(=O)/C(C)=C/C)C3)c1 (stereo partly drawn)	-6	3	-4	4	-2	2	12
CC(C)CC#Cc1ccc2c(c1)O[C@H](CN(C)C(=O)Cc1cccnc1)[C@@H](C)CN([C@H](C)CO)S2(=O)=O	1	1	8	29	·	3	-7
O=C(OCC(=O)N1CCCC1=O)c1cc(Cl)ccc1O	-12	-3	-9	1	·	-1	-2
Cc1ccsc1CNC(=O)c1c(-c2ccccc2)noc1C	-7	5	·	1	-1	0	·
CCOc1cc(/C=N/NC(=O)c2ccc(NC(=O)C3CC3)cc2)ccc1O	3	0	1	2	-5	-1	-5
Cn1nccc1C(=O)N1CCN(c2ccccc2F)CC1	-7	-4	-4	2	-1	0	-11
CCCN1[C@@H]2c3ccc(-c4cccc(F)c4)c(=O)n3C[C@@H]2[C@@H](CO)[C@@H]1C(=O)N(C)C	-4	3	7	0	5[16.7 µM]	-3	6
CCOc1ccccc1NC(=O)CCS(=O)(=O)c1cccc2nsnc12	-3	0	1	0	1	-3	7
O=C(C[C@@H]1C[C@@H]2c3cc(NC(=O)C4CCOCC4)ccc3O[C@@H]2[C@H](CO)O1)NCCN1CCCCC1	-4	4	-1	59	8[16.7 µM]	-3	6
Oc1ccc(/C=N/Nc2ccc3ccccc3c2)c(O)c1	2	4	9	1	2	-1	7
Cc1ccc(C(=O)N(Cc2sccc2C)C2CCS(=O)(=O)C2)cc1 (stereo not drawn)	1	2	5	1	-3	-1	-4
CCN(CC)C(=O)CN(c1cc(Cl)ccc1OC)S(=O)(=O)c1ccc(C)c([N+](=O)[O-])c1	0	·	·	0	44	·	·
Cc1ccc(S(=O)(=O)N(C)c2nonc2C)cc1	6	·	-3	-2	0	·	-1
C[C@H]1CN([C@@H](C)CO)C(=O)Cc2cc(NC(=O)CCC(F)(F)F)ccc2O[C@@H]1CN(C)S(=O)(=O)c1cccs1	-13	-4	5	0	4[16.7 µM]	2	-3
C=CCNC(=O)c1c(N)n(-c2cccc(S(N)(=O)=O)c2)c2nc3ccccc3nc12	0	·	-2	-3	-10	·	10
Cc1cc2oc(=O)cc(CN(C)Cc3ccccc3Cl)c2cc1C	-1	3	9	·	-11	0	-1
CC1CC(C)CN(C(=O)c2cn(C)c3ccc(S(=O)(=O)N(C)C)cc3c2=O)C1 (stereo not drawn)	-5	2	-6	-1	5	·	-9
CN(CC(=O)Nc1ccc(Cl)cc1)C(=O)C1CCCC1	-5	12	11	-1	-4	0	2
CCCC(C)c1oc(=O)cc(O)c1C (stereo not drawn)	-2	-2	-7	15	-6	5	2
O=C(O)c1ccc(S(=O)(=O)NC2CCCCCC2)cc1	-20	-1	-5	0	3	-1	-14
C=C(C)CNC(=S)NNC(=O)CCn1c2cc(Cl)ccc2c2ccc(Cl)cc21	0	·	-3	-2	3	·	7
CC(C(=O)Nc1ccc(C#N)cc1)N1CCN(C(=O)C2CC2)CC1 (stereo not drawn)	·	-7	1	2	1	-6	5

Gathered by group, those above containing fluorine
SMILES	ARNT TACC3 PPI	ERp5 block	esBAF inh	Cneo AK release	miR122 inh	SIRT5 block	C2C12 statin
O=C(Nc1ccccc1)c1ccccc1OCc1ccc(F)cc1	-3	0	-4	1	-1	·	-2
Cn1nccc1C(=O)N1CCN(c2ccccc2F)CC1	-7	-4	-4	2	-1	0	-11
CCCN1[C@@H]2c3ccc(-c4cccc(F)c4)c(=O)n3C[C@@H]2[C@@H](CO)[C@@H]1C(=O)N(C)C	-4	3	7	0	5[16.7 µM]	-3	6
C[C@H]1CN([C@@H](C)CO)C(=O)Cc2cc(NC(=O)CCC(F)(F)F)ccc2O[C@@H]1CN(C)S(=O)(=O)c1cccs1	-13	-4	5	0	4[16.7 µM]	2	-3

One compound at a time, from the list above. Order of screens: ARNT TACC3 PPI	ERp5 block	esBAF inh	Cneo AK release	miR122 inh	SIRT5 block	C2C12 statin
C=C(C)CNC(=S)NNC(=O)CCn1c2cc(Cl)ccc2c2ccc(Cl)cc21 in the list: 0	·	-3	-2	3	·	7
O=C(O)c1ccc(S(=O)(=O)NC2CCCCCC2)cc1 in the list: -20	-1	-5	0	3	-1	-14

More compounds follow.
SMILES	ARNT TACC3 PPI	ERp5 block	esBAF inh	Cneo AK release	miR122 inh	SIRT5 block	C2C12 statin
CC(C)(C)NC(=O)COC(=O)c1c2c(nc3ccccc13)CCC2	9	2	-3	2	1	-1	3
C[C@@H]1CCCCO[C@H](CN(C)Cc2ccncc2)[C@H](C)CN([C@H](C)CO)C(=O)c2cc(NC(=O)Cc3ccccc3)ccc2O1	4	-2	-5	-7	5[16.7 µM]	1	-4
COc1cccc2c3c(c(=O)[nH]c12)CC(C)(C)O3	·	-7	20	6	-6	-5	-6
C=CC1CN(C(=O)OCC(Cl)(Cl)Cl)C2CC3c4ccc(OC)cc4NC3C3CC1C2CO3 (stereo not drawn)	·	·	1	0	1	·	-4
CCN(CCCNC(=O)c1ccc2c(c1)NC(=O)CN2C)c1cccc(C)c1	6	0	-13	3	1	0	-42
COC(=O)CNc1nc(Cl)nc(NC2CCCCC2)n1	-8	3	10	0	-2	-5	-1
COc1ccc(CCNC(=O)CNC(=O)c2nn(-c3ccc(OC)c(OC)c3)c(=O)c3ccccc23)cc1OC	-4	-4	-1	-1	-3	1	12
O=C(NCC[C@@H]1CC[C@@H](NS(=O)(=O)c2ccc(F)cc2)[C@@H](CO)O1)c1ccc2c(c1)OCO2	-7	0	0	-2	·	0	6
c1ccc2c(c1)CCc1snnc1-2	-7	-1	-3	1	2	-2	7
O=C(Nc1nnc(-c2ccco2)o1)c1ccc(Cl)cc1	0	3	18	1	2	0	-6
Cc1nnc(SCC(=O)NC(C)c2ccccc2)[nH]c1=O (stereo not drawn)	·	·	-8	0	-6	·	·
COc1ccc(C2c3[nH]c4ccccc4c3C[C@H]3C(=O)N(CCCO)CC(=O)N23)cc1OC (stereo partly drawn)	-8	2	-11	2	3	-3	8
Cc1ccc(N=C2NC(=O)/C(=C/c3cccn3C)S2)cc1C	·	2	·	-2	-2	0	·
C[C@H]1CN([C@@H](C)CO)C(=O)c2cc(C#Cc3cccc(F)c3)cnc2O[C@H]1CN(C)C(=O)C1CCOCC1	·	·	-2	·	-5[16.7 µM]	·	-13
Cc1ccccc1Cn1c(C)c(C(=O)NCc2ccc(Cl)c(Cl)c2)sc1=O	·	-5	5	0	·	·	12
O=c1c2ccccc2nc2n1CCN2	-4	6	-1	-2	-10	1	3
CCCOc1cc(C)c(S(=O)(=O)N2CCN(C)CC2)cc1C	-7	·	0	7	4	·	-22
COc1ccc(S(=O)(=O)NCCNC(=O)N2CCOCC2)cc1	-1	-9	-5	-1	-7	-1	2
N/C(COc1ccc(Cl)cc1Cl)=N\O	-10	5	8	·	6	0	8
O=C(Cn1cccn1)N1CCCC(N2CCN(Cc3ccc4c(c3)OCO4)CC2)C1 (stereo not drawn)	-5	7	6	2	-1	-4	-3
C/C(=C\c1ccccc1)CN1CCN(c2ccccc2F)CC1	-1	2	-2	-1	·	-6	23
CC1=NN(c2ccc(Cl)cc2)C(=O)C1	10	-3	·	·	·	-4	·
Cc1noc(C)c1NC(=O)N(C)C[C@H]1Oc2c(NC(=O)c3ccncc3)cccc2C(=O)N([C@H](C)CO)C[C@H]1C	-3	0	0	1	-2[16.7 µM]	1	27
CCOc1ccc(N2CC(C(=O)NCCN3C(=O)S/C(=C\c4cccnc4)C3=O)CC2=O)cc1 (stereo not drawn)	31	4	·	·	·	3	·
Cc1ccc(S(=O)(=O)NC2=NCN(Cc3cccnc3)CN2)cc1	34	3	-7	1	6	4	7
O=C(N[C@H]1CC[C@@H](CCn2cc(-c3ccccn3)nn2)O[C@@H]1CO)c1ccccc1	77*	-2	-8	-3	·	-2	0
Cc1cccc(OCCNC(=O)CCNS(=O)(=O)c2ccc3ccccc3c2)c1	·	-3	-1	-2	·	-1	3
C[C@@H]1CN([C@H](C)CO)C(=O)c2cc(NC(=O)Nc3ccccc3)ccc2O[C@@H](C)CCCCO[C@H]1CN(C)Cc1ccccc1	14	2	3	2	2[16.7 µM]	4	·
Cc1ccc(N2CC(NS(=O)(=O)c3cccnc3)CC2=O)cc1C (stereo not drawn)	-2	-2	5	·	1	-2	-5
CC(=O)Nn1c(COc2ccccc2C)nc2ccccc2c1=O	-2	·	-3	1	13	·	·
COc1ccc(C2=CSC3=NCCN23)cc1[N+](=O)[O-]	2	2	-1	-3	-1	1	3
C[C@H]1CN([C@@H](C)CO)C(=O)c2ccccc2-c2ccccc2CO[C@H]1CN(C)S(=O)(=O)c1ccsc1	5	-1	3	-2	·	-4	·
COc1ccc(CCNC(=O)Cn2cnc3c(nnn3Cc3ccc(C)cc3)c2=O)cc1OC	-5	·	4	13	-4	·	?
COCC(=O)Nc1ccc2c(c1)C(=O)N(C)C[C@@H](OC)[C@H](C)CN(C(=O)NC(C)C)[C@@H](C)CO2	-5	?	-7	2	5[16.7 µM]	-4	12
Clc1ccc(-n2nnnc2CN2CCCCC2)cc1Cl	-7	·	·	-1	-13	·	·
O=C(NNC(=O)c1nn(-c2ccc(F)cc2)ccc1=O)Nc1cccc(Cl)c1	-8	2	-3	2	0	3	-7
C=CCNC(=O)c1cccn1-c1ccsc1C(=O)OC	0	·	2	3	-1	·	91*
CCN1CCc2c(sc(NC(=O)COc3ccccc3)c2C(=O)OC)C1	2	3	·	2	·	0	·
O=C(CN(CC1CCCO1)C(=O)CNS(=O)(=O)c1ccccc1)NCCc1ccccc1 (stereo not drawn)	-5	-3	-1	7	·	-7	19
CCCCCCC1CC(C)(C(=O)CNc2nncs2)OC1=O (stereo not drawn)	2	2	·	·	·	7	·

From PubChem BioAssay
